# Screening data as filed in PubChem BioAssay.
# ELG1 genotoxic – inducers of genotoxicity in HEK293T ELG1-luciferase cells; HEK293T ELG1-luciferase reporter, luminescence, 16 h; Potency, µM (top dose mostly 46 µM), for inactives: at the highest dose activity change, positive = activation, hits mostly activators; 330,000 compounds, 1.3% hits; also: % of control where 0% means no effect; nearly all actives have a fitted effect of over 60% in size
#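 Step 1: seed 2,000 HEK293T ELG1-luciferase cells per well. Step 2: add compound or DMSO, incubate 16 hr at 37 °C. Step 3: ONE-Glo, 30 min at room temperature, read luminescence.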
# uPA generation – cell surface uPA generation inhibition; cell surface uPA generation assay, qHTS; Potency, µM (titrated, usually from 38.3 µM), for the others: top-dose activity change, negative = inhibition, actives largely listed as inhibitors; 330,000 compounds, 0.31% hits; AID 540303; active = well fitted inhibition curve with a large enough effect; inconclusive = small, poorly fitted or top-dose-only effect; inactive = no such curve, though single readings can be large or run the other way; tested in mouse RAW 264.7 cells; also: % is scaled to controls: 0 for no effect and ±100 for the full control effect; nearly all actives have a fitted effect of over 55% in size
# FLuc counter – firefly luciferase modulation, counter-screen for miR-21 project. P08659. purified FLuc, Km substrates, luminescence inhibition. Potency, µM (series often up to 57.5 µM), for the others: at the highest dose activity change, negative = inhibition, actives largely listed as inhibitors. 360,000 compounds, 6.9% hits. AID 588342;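 also: plate controls were vehicle for no effect and reference inhibitor for full effect; nearly all actives have a fitted effect of over 55% in size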
# Target sequence (P08659 whole entry, looked up): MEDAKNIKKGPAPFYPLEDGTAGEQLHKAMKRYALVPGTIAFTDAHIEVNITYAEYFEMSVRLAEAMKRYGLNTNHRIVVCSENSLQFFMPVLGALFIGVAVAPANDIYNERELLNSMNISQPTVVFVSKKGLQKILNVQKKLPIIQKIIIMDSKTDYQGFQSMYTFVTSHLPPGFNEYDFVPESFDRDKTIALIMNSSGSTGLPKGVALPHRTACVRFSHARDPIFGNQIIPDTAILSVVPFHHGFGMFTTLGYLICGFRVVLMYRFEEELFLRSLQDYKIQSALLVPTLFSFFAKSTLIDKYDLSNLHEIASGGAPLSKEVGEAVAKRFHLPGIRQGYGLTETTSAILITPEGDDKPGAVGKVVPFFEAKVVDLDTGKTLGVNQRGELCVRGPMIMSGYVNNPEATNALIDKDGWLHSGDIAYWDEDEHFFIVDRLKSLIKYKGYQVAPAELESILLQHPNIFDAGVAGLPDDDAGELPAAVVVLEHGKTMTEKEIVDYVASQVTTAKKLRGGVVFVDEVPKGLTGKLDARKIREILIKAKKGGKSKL
#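 Purified P. pyralis luciferase (10nM final) with 10uM D-luciferin and 10uM ATP (Km levels) in 50mM Tris acetate pH 7.5, 10mM Mg acetate, 0.01% Tween-20, 0.05% BSA; qHTS 6-point titration, ~60 µM downward; luminescence read.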
# NPC1 promoter act – activates the NPC1 promoter | 320,000 compounds, 2.4% hits | Potency, µM (top dose mostly 9.22 µM), inactives show at the highest dose activation, usual class: activators | Huh7 NPC1 promoter luciferase reporter, 24 h;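 also: % of control where 0% means no effect; nearly all actives have a fitted effect of over 60% in size; reporter is driven by a mutant NPC1 promoter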
#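 Huh7 cells stably carrying NPC1 promoter–luciferase, plated in Opti-MEM with 10% FBS for 2 h, were exposed to compound in DMSO for 24 h at 37 °C; luciferase reagent was added for 10 min and luminescence read.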
# BRCA1 expr up – increases BRCA1 expression; MCF7-BRCA1-FFLuc reporter, luminescence, 48 h; response scale: scaled: vehicle 0%, 10 µM genistein 100%; Potency, µM (top dose mostly 46.1 µM), for inactives: top-dose activation, usual class: activators; 380,000 compounds, 1.1% hits; also: nearly all actives have a fitted effect of over 80% in size; some results filed as inactive show a strong effect at the top dose
#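 Luminescence from a BRCA1-driven firefly luciferase in MCF7 cells was the read-out, taken 15 min after substrate addition following 48 h compound exposure at 37 °C. Data were normalized to a 10 microM genistein control and DMSO vehicle.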
# RORgamma inh – ROR gamma (mouse) transcription inhibition; Potency, µM (series often up to 53.6 µM), for the others: at the top dose activity change, negative = inhibition, usual class: inhibitors; Drosophila S2 Gal4-RORgamma UAS-luciferase reporter, 20 h; AID 2551; 310,000 compounds, 5.4% hits; P51450; also: % is scaled to controls: 0 for no effect and ±100 for the full control effect; nearly all actives have a fitted effect of over 60% in size
#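 Drosophila Schneider cells stably carrying a metallothionein-driven Gal4 DBD–ROR gamma fusion and a UAS-Photinus luciferase reporter were exposed to compound for 1 hr, then induced with copper sulfate (700 uM final) for 20 hr at ambient temperature before luminescence reading.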
# MBNL1 CUG block – MBNL1-poly(CUG) RNA binding inhibition; Q9NR56; TR-FRET MBNL1-His/biotin-(CUG)12 binding, 665/545 ratio; Potency, µM (doses to about 57.5 µM), without a hit: top-dose activity change, negative = inhibition, usual class: inhibitors; 280,000 compounds, 0.036% hits; active = well fitted inhibition curve with a large enough effect in the signal ratio, with a control signal flat, not every such curve was filed as active; inconclusive = small, poorly fitted or top-dose-only effect, or effect the other way, or a change in a side signal; inactive = no such curve, though single readings can be large or run the other way; the % refers to the signal ratio; also: % is scaled to controls: 0 for no effect and ±100 for the full control effect
# Target sequence (Q9NR56 whole entry, looked up): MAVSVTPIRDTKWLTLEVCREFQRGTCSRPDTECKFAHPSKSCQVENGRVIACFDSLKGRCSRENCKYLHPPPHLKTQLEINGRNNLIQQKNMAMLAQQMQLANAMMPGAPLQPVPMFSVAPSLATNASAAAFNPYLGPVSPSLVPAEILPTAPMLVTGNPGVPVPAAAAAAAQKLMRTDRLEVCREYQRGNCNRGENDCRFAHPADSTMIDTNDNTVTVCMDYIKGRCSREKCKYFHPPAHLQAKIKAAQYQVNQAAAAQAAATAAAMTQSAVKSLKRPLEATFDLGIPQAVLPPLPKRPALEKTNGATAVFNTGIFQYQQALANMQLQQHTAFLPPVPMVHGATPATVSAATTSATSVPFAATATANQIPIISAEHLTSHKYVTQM
#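 TR-FRET readout: Ex 340 nm, 665/545 nm emission ratio, normalized to buffer-only (basal) and MBNL1-(CUG)12 controls. Complex of MBNL1-His with Biotin-(CUG)12, compounds 92 nM–58 uM, incubated 60 min at room temperature.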
# Gal4-VP16 FLuc – inhibits Gal4-VP16 luciferase reporter, ROR gamma counter-screen. Drosophila S2 Gal4-VP16 UAS-luciferase, luminescence, 20 h. Potency, µM (series often up to 53.6 µM), inactives show at the top dose activity, negative = inhibition, usual class: inhibitors. 310,000 compounds, 3.5% hits;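 also: Gal4-VP16 expression switched on by copper sulfate through the metallothionein promoter; % is scaled to controls: 0 for no effect and ±100 for the full control effect; nearly all actives have a fitted effect of over 50% in size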
# Rab9 prom act – activators of Rab9 promoter; Huh7 Rab9 promoter-luciferase reporter, luminescence, 24 h; Potency, µM (doses to about 9.22 µM), without a hit: at the highest dose activation, negative = inhibition, hits mostly activators; 320,000 compounds, 2.8% hits; AID 485297; also: % of control where 0% means no effect; nearly all actives have a fitted effect of over 60% in size
#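 Stable Rab9-luc Huh7, 1500 cells/well, 2 h settle; cmpd in DMSO, 24 h, 37 °C/5% CO2; luciferase reagent 10 min RT; luminescence.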
# p53 reactivator – re-activators of mutant p53; AID 504706; H1299 p53-A138V BP100-luciferase reporter, luminescence, 24 h; 320,000 compounds, 0.063% hits; Potency, µM (top dose mostly 92.2 µM), without a hit: top-dose activity change, positive = activation, hits mostly activators; also: % of control where 0% means no effect; nearly all actives have a fitted effect of over 45% in size
#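 H1299 (p53-null), stable ts p53-A138V + BP100-Luc; 1000 cells/well, Opti-MEM/10% FBS; cpd 4 pt, 1:5; 24 h, 37 deg C, 5% CO2; detection reagent 10 min RT; luminescence.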
# An asterisk follows results filed as active; ? = inconclusive; nt = not tested or not shown; [ ] = dose if it differs, or a comment. Unless noted, calls follow the shape of the dose curve; as a rule, active = well fitted curve in the direction sought with a large enough effect; inconclusive = small, poorly fitted or top-dose-only effect, or another doubt; inactive = no such curve, though single readings can be large; an effect the other way counts as inactive or inconclusive. Potency is read from the fitted curve at half-maximal effect.
# Preview, two compounds:
SMILES,ELG1 genotoxic,uPA generation,FLuc counter,NPC1 promoter act,BRCA1 expr up,RORgamma inh,MBNL1 CUG block,Gal4-VP16 FLuc,Rab9 prom act,p53 reactivator
CC1=NN(C(=O)c2cccnc2)C(O)(C(F)(F)F)C1 (stereo unspecified),0%,2%,3%,0%,-16%,7.9µM*,-8%,13µM*,-6%,2%
CCOC(=O)C1CCN(C(=O)COc2ccc3c(C)cc(=O)oc3c2)CC1,3%,2%,2%,0%,0%,nt,nt,nt,-1%,-6%

# Results, from the start:
SMILES,ELG1 genotoxic,uPA generation,FLuc counter,NPC1 promoter act,BRCA1 expr up,RORgamma inh,MBNL1 CUG block,Gal4-VP16 FLuc,Rab9 prom act,p53 reactivator
CC1=NN(C(=O)c2cccnc2)C(O)(C(F)(F)F)C1 (stereo unspecified),0%,2%,3%,0%,-16%,7.9µM*,-8%,13µM*,-6%,2%
CCOC(=O)C1CCN(C(=O)COc2ccc3c(C)cc(=O)oc3c2)CC1,3%,2%,2%,0%,0%,nt,nt,nt,-1%,-6%
CC(C)(c1ccccc1)c1ccc(OCc2ccc(C(=O)O)o2)cc1,?,9%,27µM*,2.8µM*,?,nt,nt,nt,1.1µM*,15%
CCOc1ccc(CCNC(=O)Cn2nc(C)c3c(C)n(-c4ccccc4)nc3c2=O)cc1,-4%[9.26 µM],1%,6%,-7%,9%,15%,6%,3%,-1%,-6%
COc1ccc(Nc2nccc(-c3ccc(C#N)cc3)n2)cc1,-7%,2%,1%,-5%,-6%,1%,1%,-18%,-3%,-1%
CC(C)(C)c1cc(NC(=O)C2CCCO2)no1 (stereo unspecified),?,nt,15µM*,?,107%,11%[0.365 µM],-2%,nt,27%,?
Cc1ccc(-n2nnc3c(=O)n(CC(=O)N4CCOCC4)cnc32)cc1,-3%,11%,-16%,-1%,3%,32%,2%,-5%,1%,4%
COc1ccc2c(COC(=O)[C@@H]3CCCN3S(=O)(=O)c3ccc(Cl)cc3)cc(=O)oc2c1,4%,0%,0%,1%,11%,nt,nt,nt,1%,7%
CCCNC(=O)N1CCN(S(=O)(=O)c2ccc(C)cc2)CC1,-2%,7%,0%,5%,6%,25%,-5%,-5%,-2%,-10%
O=[N+]([O-])c1ccc(OCCO)nc1,0%,11%,0%,-9%,6%,-8%,10%,-4%,3%,0%
N#Cc1c(-c2ccc(F)cc2)cc(C2CC2)nc1SCC(=O)c1cccs1,8%,6%,1%,-7%,0%,?,9%,1%,-3%,-16%
OCC1CCCC(n2cnc3c(=S)nc[nH]c32)O1 (stereo unspecified),0%,1%,1%,-3%,-28%,3%,-4%,-4%,-4%,0%
CCOC(=O)N1CCC(NC(=O)C2CCCN2C(=O)OCc2ccccc2)CC1 (stereo unspecified),0%,-2%,6%,1%,3%,4%,-2%,-4%,1%,-2%
O=C(NCc1ccccc1)C1CCCN(S(=O)(=O)c2cccnc2)C1 (stereo unspecified),1%,-4%,-2%,-3%,2%,0%,-2%,-1%,-4%,-20%
CC(C)C[C@H](NC(=O)[C@@H]1Cc2ccccc2CN1)C(=O)Nc1ccc(C(C)C)cc1,1%,4%,-18%,1%,0%,-23%,0%,7%,-6%,13%
Cc1cccc(CSc2nnc(-c3ccco3)n2C)c1,12%,-5%,-18%,28%,96%,27%,4%,4%,1%,6%
Cc1ncc(CN2CCCC(C(=O)Nc3ccc(-c4cccc(F)c4)cc3)C2)cn1 (stereo unspecified),-6%,-4%,2%,-4%,10%,27%,-6%,-18%,4%,-4%
O=c1[nH]nc(N/N=C/c2ccc(Cl)cc2Cl)c(=O)[nH]1,3%,-6%,-19%,-2%,17%,18%,16%,-4%,0%,-3%
C[n+]1cn(CC(O)COCc2ccccc2)c2ccccc21 (stereo unspecified),-2%,1%,-4%,0%,-16%,-28%,-7%,-2%,0%,-5%
COc1ccc(/C(O)=C2/C(=O)C(=O)N(c3ncccn3)C2c2ccc(OC)cc2)cc1 (stereo unspecified),4%,4%,2%,0%,-3%,-23%,37%[activator],9%,-20%,6%
c1ccc2sc(NN=C3CCCCCC3)nc2c1,0.46µM*,-15%,0.34µM*,0.35µM*,-2%,4µM*,1%,?,0.22µM*,5%
Nc1cc(S(=O)(=O)Nc2ccc(Br)cc2)ccc1Cl,0%,1%,1%,-4%,-24%,-34%,14%,?,-2%,0%
COc1ccc(-n2c(SCC(=O)Nc3cccc(C(=O)O)c3)nnc2-c2ccco2)cc1,-1%,-3%,2%,0%,0%,-6%,1%,-13%,-2%,-5%
CCOc1ccc(N(CC(=O)N2CCN(C(=O)CN(c3ccc(OCC)cc3)S(C)(=O)=O)CC2)S(C)(=O)=O)cc1,0%,-5%,-1%,0%,-15%,-44%[1.91 µM],-3%,8%,-3%,nt
Cc1ccc(CNC(=O)C2CCCN(S(=O)(=O)c3c(C)n[nH]c3C)C2)cc1 (stereo unspecified),-2%,0%,3%,-3%,4%,6%,3%,-1%,-3%,0%
Cc1ccc(S(=O)(=O)N(CC(=O)N2CCOCC2)c2ccc(Br)cc2)cc1,-7%,7%,1%,-2%,-14%,-11%,-1%,1%,0%,0%
Cc1cccc(NS(=O)(=O)c2ccc(C(=O)NCC(c3ccco3)N3CCCCC3)cc2)c1C (stereo unspecified),-8%,-2%,9%,-6%,-45%,nt,nt,nt,-11%,-10%
O=C(Nc1cc2c3c(c1)CC(=O)N3CCC2)c1c(F)cccc1F,?,0%,-8%,-3%,0%,nt,nt,nt,3%,-1%
O=C(COc1ccccc1)N(Cc1nnc(-c2ccccc2Cl)o1)C1CC1,14%,-1%,-2%,0%,-8%,nt,nt,nt,-1%,-2%
CCCc1cc(=O)c2c(O)cccc2o1,1%,5%,2%,1%,0%,-5%,-6%,8%,-2%,-1%
O=C1NCCCC1C(=O)N1CCN(C(=O)C2CCCNC2=O)CC1 (stereo unspecified),-1%,nt,-11%,0%,nt,-6%,-1%,0%,-2%,-13%
CCc1nc2ccccc2c(C(=O)OCC(=O)NC2CC2)c1C,-1%,6%,nt,nt,-2%,nt,nt,nt,nt,-7%
CCCC1Cc2c(sc3ncnc(N)c23)CO1 (stereo unspecified),-1%,1%,3%,0%,-36%,7%,1%,3%,10%,-7%
O=C(NNC(=O)C12CC3CC(CC(C3)C1)C2)c1cnccn1,3%,-6%,5%,1%,-49%,?,nt,?,-3%,27%
Cc1ccc2nc(N3CCN(C)CC3)c(C#N)cc2c1,-4%,-2%,?,16%,80%,-7%,?,24%,9%,15%
CCOCCCNC(c1ccccc1)c1ccncc1 (stereo unspecified),0%,13%,-2%,-4%,22%,-16%,0%,4%,8%,nt
CC1(C)CC(=O)c2cnc3nc4ccccc4n3c2C1,0%,9%,3%,-8%,2%,6%,-17%,2%,-4%,0%
NC1=NC(=O)/C(=C/c2ccsc2)S1,3%,-5%,-17%,-4%,32%,-6%,?,-2%,14%,-6%
CN1/C(=C\C(=O)COC(=O)Cn2nnc(-c3ccccc3)n2)C(C)(C)c2ccccc21,-12%,-3%,4%,-1%,-5%,32%,12%,28µM*,-8%,3%
CC(C)(C)C(=O)CNS(=O)(=O)c1ccc(S(=O)(=O)NC2CC2)cc1,-6%,1%,6%,-4%,5%,34%[1.91 µM],-5%,-6%,1%,nt
Nc1nc(-c2cc(-c3ccccc3)no2)cs1,2.1µM*,4%,3µM*,1µM*,?,-29%,17%,?,1µM*,?
COc1ccc2nc(NC(=O)CSc3nccc(C)n3)sc2c1,-10%,-1%,?,0%,-17%,?,-11%,-28%,-2%,-2%
Cc1cccc(N(C(=O)Cn2nnc(-c3ccccc3F)n2)C(C(=O)NC(C)(C)C)c2ccncc2)c1 (stereo unspecified),?,4%,0%,-4%,10%,3%,4%,-4%,-4%,-1%
Cc1ccsc1C(=O)NCc1ccccc1Cl,1%,-5%,2%,-5%,52%,-12%,-1%,3%,-1%,0%
O=C(NC1CCCCCC1)C(Cc1ccccc1)n1cccc1 (stereo unspecified),-4%,2%,5%,0%,-9%,-3%,-19%,-3%,-5%,0%
O=C(NCc1ccccn1)C1CCN(S(=O)(=O)c2ccccc2)CC1,2%,2%,3%,1%,13%,11%,-5%,-8%,-2%,-3%
Cc1ccc(-n2nc3c(c2NC(=O)c2ccc(S(=O)(=O)N4CCOCC4)cc2)CSC3)c(C)c1,0%,1%,3%,-4%,4%,17%,-25%,16%,0%,-1%
CCc1ccc(NC(=O)N2CCN(C(=O)C3CCCO3)CC2)cc1 (stereo unspecified),11%,5%,-5%,-1%,-11%,39%,4%,0%,10%,20%
S=C(Nc1ccc(OCc2ccccc2)cc1)Nc1cccc(Cl)c1Cl,1%,0%,0%,1%,-24%,?,?,-41%,6%,11%
Cc1nnc(NC(=O)c2c(F)c(F)c(F)c(F)c2F)s1,-3%,-3%,2%,21%,-49%,-24%,-1%,2%,-3%,3%
COc1ccc(OC)c(S(=O)(=O)N2CCC(C(=O)Nc3cccc(C)c3C)CC2)c1,-10%,0%,0%,-2%,-24%,26%,14%,-2%,-5%,-7%
